NSD2 HMT inh: NSD2 histone methyltransferase inhibitors, primary screen, biochemical, AlphaScreen, single concentration, set 2. inhibition, % at 12.5 µM. actives 0.54% (n = 310,000). NSD2 peptide methylation, 120 min; in the data active means inhibition above about 50%
Target sequence (O96028 whole entry, looked up): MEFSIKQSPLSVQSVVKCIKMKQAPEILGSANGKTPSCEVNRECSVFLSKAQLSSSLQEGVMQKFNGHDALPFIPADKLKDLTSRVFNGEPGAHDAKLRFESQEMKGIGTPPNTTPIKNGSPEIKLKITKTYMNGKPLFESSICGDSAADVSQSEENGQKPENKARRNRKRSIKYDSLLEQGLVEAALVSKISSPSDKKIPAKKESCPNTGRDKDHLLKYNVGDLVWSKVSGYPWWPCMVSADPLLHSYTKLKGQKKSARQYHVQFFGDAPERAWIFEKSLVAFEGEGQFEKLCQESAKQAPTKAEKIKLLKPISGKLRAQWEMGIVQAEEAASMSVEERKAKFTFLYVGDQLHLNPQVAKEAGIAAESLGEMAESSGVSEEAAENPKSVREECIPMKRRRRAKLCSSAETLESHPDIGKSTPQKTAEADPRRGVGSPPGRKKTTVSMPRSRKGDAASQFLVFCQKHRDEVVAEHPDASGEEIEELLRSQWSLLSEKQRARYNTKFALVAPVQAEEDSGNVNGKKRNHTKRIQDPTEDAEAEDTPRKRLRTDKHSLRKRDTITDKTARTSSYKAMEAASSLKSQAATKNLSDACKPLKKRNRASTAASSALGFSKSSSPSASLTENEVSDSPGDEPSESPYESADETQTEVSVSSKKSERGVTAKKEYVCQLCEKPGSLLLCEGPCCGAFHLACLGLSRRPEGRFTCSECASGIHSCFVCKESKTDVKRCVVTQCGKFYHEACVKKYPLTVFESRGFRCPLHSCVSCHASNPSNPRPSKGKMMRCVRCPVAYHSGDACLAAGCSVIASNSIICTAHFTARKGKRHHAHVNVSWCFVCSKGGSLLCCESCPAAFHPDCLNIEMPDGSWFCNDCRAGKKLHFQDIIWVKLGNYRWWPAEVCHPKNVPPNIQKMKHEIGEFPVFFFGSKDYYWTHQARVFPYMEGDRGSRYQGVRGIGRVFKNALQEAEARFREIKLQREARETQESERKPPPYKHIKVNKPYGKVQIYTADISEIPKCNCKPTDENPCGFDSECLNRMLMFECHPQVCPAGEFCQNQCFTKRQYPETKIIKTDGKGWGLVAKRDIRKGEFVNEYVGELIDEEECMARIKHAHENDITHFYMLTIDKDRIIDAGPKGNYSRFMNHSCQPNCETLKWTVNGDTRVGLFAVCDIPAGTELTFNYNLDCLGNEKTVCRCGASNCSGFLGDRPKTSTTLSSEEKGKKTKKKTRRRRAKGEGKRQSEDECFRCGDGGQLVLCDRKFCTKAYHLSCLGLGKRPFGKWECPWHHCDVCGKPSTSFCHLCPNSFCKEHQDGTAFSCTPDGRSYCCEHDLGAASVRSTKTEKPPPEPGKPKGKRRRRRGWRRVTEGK
Arrestin-AP2 inh: inhibitors of beta-arrestin/AP2 binding, primary screen, biochemical, GPCR trafficking, flow cytometry | actives 0.31% (n = 340,000) | AID 504490, 2011 | beta-arrestin 1 C-terminal peptide binding to AP2 beta2-adaptin appendage (human) | inhibition, % at 10 µM | FITC-arrestin peptide / GST-AP2 beads; AP2 beta2 appendage carries R879A mutation;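 active means inhibition above a set limit, near 3 SD of compounds lacking own fluorescence, cut at about 54% in these data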;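 further: plate controls were DMSO wells for no effect and 5 µM unlabelled arrestin peptide for full effect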
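test system = AP2 appendage R879A on GSH beads | buffer or medium = PBS plus Tween 20 (0.05%) and BSA (0.1%) | incubation = 12 min plus 1 h, RT | detection = bead flow cytometry, FITC channel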
PKA-R2B activ: activators of PKA-R2B holoenzyme, primary screen, biochemical, fluorescence polarization, Cy5-IP20, human; activation, % at 11.4 µM; PKA-R2B holoenzyme dissociation; R2B truncated from residue 108, S112A mutant; 0% DMSO only, 100% 113 µM cGMP; cAMP-dependent protein kinase catalytic subunit beta (Homo sapiens) + cAMP-dependent …; actives 0.079% (n = 340,000); AID 504700, 2011;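 active means activation above a cutoff set at the mean over all compounds plus 3 SD, cut at about 18% in these data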;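 further: higher means more holoenzyme dissociation and a rise in polarization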
DAGLB inhibitor: DAGLB lipase inhibitors, primary screen, biochemical, fluorescence, HTS. inhibition, % at 5.17 µM. HEK293T DAGLB membrane lysate, EnzChek fluorogenic substrate. AID 504411, 2011. Diacylglycerol lipase-beta (Homo sapiens), Q8NCG7. actives 0.059% (n = 340,000); in the data active means inhibition above about 34%;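 further: 0% = enzyme with vehicle and 100% = wells lacking enzyme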
Numbers without * were called inactive; . = not tested or not shown. A portion of the library; rates above refer to the full screens.

entry	Molecule	NSD2 HMT inh	Arrestin-AP2 inh	PKA-R2B activ	DAGLB inhibitor
1	C[C@@H]1CCCCO[C@@H](CN(C)C(=O)CCCN(C)C)[C@@H](C)CN([C@H](C)CO)C(=O)c2cc(NC(=O)CCC(F)(F)F)ccc2O1	.	.	-10	3
2	C[C@H](CO)N1C[C@H](C)[C@H](CN(C)C(=O)N[C@H](C)c2ccccc2)OCc2ccccc2-c2c(n(C)c3ccccc23)C1=O	.	.	-1	1
3	CCN(CC)C(=O)C1=C(C)N(CCCN2CCCC2=O)C(=O)C(CC(=O)NC2CCCCC2)C1 (stereo not drawn)	.	.	1	1
4	Cc1ccc([C@H]2C[C@H](n3cc(C4CC4)nn3)[C@@H](O)CN2C(=O)C2CCCCC2)cc1	.	.	7	-1
5	O=C(OCc1cn([C@H]2C[C@H](c3ccc(Cl)cc3)N(CC3CCCCC3)C[C@@H]2O)nn1)c1ccccc1	.	.	2	-3
6	CCc1cc(-c2nnn(CCC3COCCO3)c2CC)cc(CC)c1-c1cn(Cc2ccccc2)nn1 (stereo not drawn)	.	.	-6	-2
7	CCN1C(=O)[C@H]2[C@@H](c3ccc(OC)cc3)N[C@]3(CCCN(CCC(C)C)C3=O)[C@H]2C1=O	.	.	4	0
8	CC1=C(C(=O)N2CCOCC2)CC(CC(=O)NCCc2ccccn2)C(=O)N1Cc1ccc(F)cc1 (stereo not drawn)	.	.	9	1
9	COc1ccc(S(=O)(=O)Nc2ccc3c(c2)[C@H]2C[C@H](CC(=O)NCC4CC4)O[C@@H](CO)[C@H]2O3)cc1	.	.	-6	0
10	CC(C)(C)Cc1c(-c2ccc(C#N)cc2)nc2ccc(Cl)cn12	.	.	-7	5
11	COc1ccc(-c2ccc(CN3C(CC(C)C)C(=O)N(Cc4cn(CCC5OCCO5)nn4)CCS3(=O)=O)cc2)cc1OC (stereo not drawn)	.	.	-1	0
12	c1ccc(CN=C2CCCc3ccccc3N2)cc1	.	.	-1	1

Next section:
entry	Molecule	NSD2 HMT inh	Arrestin-AP2 inh	PKA-R2B activ	DAGLB inhibitor
13	C[C@H]1CN([C@@H](C)CO)C(=O)CCCn2cc(nn2)CO[C@@H]1CN(C)S(=O)(=O)c1ccc(-c2ccccc2)cc1	.	.	-2	-6
14	C[C@@H]1CN([C@H](C)CO)C(=O)c2c(c3ccccc3n2C)-c2ccccc2CO[C@H]1CN(C)C(=O)Cc1ccccc1	.	.	2	0
15	O=C(C1CCCCC1)N1C[C@@H](O)[C@H](n2cc(C3CC3)nn2)C[C@@H]1c1ccc(Cl)cc1	.	.	-2	0
16	CC(C)(C)OC(=O)N1CCc2onc(-c3ccccc3F)c2C1=O	.	.	3	-4
17	COc1ccc(S(=O)(=O)Nc2ccc3c(c2)C(=O)N([C@@H](C)CO)C[C@@H](C)[C@H](CN(C)S(=O)(=O)c2ccc(F)cc2)OCCCC[C@H](C)O3)cc1	.	.	3	0
18	COc1ccc(-c2ccc(CN3C(C(C)C)C(=O)N(Cc4cn(Cc5ccco5)nn4)CCS3(=O)=O)cc2)cc1 (stereo not drawn)	.	.	-4	-2
19	COC(=O)[C@H](CC(C)C)NS(=O)(=O)c1ccc(F)cc1Br	.	.	-4	-1
20	Cc1cccc(N2CCN(C(=O)COc3noc4nc(C)cc(C)c34)CC2C)c1 (stereo not drawn)	.	.	-2	-3
21	O[C@@H]1C[C@H](c2ccc(Cl)cc2)N(Cc2cccs2)C[C@H]1n1cc(-c2ccc(F)cc2)nn1	.	.	-10	-3
22	Cc1ccccc1OCC(=O)OCC(=O)NC1CCCC1	.	.	2	-5
23	CC(C)(C)OC(=O)NCc1ccc(CNC(=O)c2[nH]cnc2C(=O)Nc2ccccc2F)cc1	.	.	-1	-2
24	C[C@@H]1CN([C@@H](C)CO)C(=O)CCCn2cc(nn2)CO[C@H]1CN(C)S(=O)(=O)c1ccc(C#N)cc1	.	.	6	-1

The list continues:
entry	Molecule	NSD2 HMT inh	Arrestin-AP2 inh	PKA-R2B activ	DAGLB inhibitor
25	CCCCN1C[C@H](C)[C@@H](CC(=O)NC)C1=O	.	.	8	-2
26	O=c1[nH]c2cc([N+](=O)[O-])cc(Cl)c2c2ccccc12	.	.	-2	7
27	O=C(C[C@@H]1C[C@H]2c3cc(NC(=O)Nc4ccccc4F)ccc3O[C@H]2[C@H](CO)O1)NCC(F)(F)F	.	.	6	2
28	C[C@@H]1CN([C@@H](C)CO)C(=O)CCCn2nncc2CO[C@@H]1CN(C)C(=O)Nc1ccnc(N2CCOCC2)c1	.	.	-5	-1
29	COc1ccc2c(c1)CCCO[C@]21O[C@H](CCO)C[C@H](O)[C@H]1O	.	.	-3	-2
30	C[C@H]1CN([C@@H](C)CO)S(=O)(=O)c2ccc(C#Cc3ccccn3)cc2O[C@H]1CN(C)Cc1ccc(F)cc1	.	.	1	4
31	CC(C)C#Cc1cnc2c(c1)C(=O)N([C@@H](C)CO)C[C@@H](C)[C@H](CN(C)Cc1cccc(F)c1)O2	.	.	-5	-10
32	O=C(c1ccccc1F)N1CCC2CC1c1cc(N3CCCCC3)ccc12 (stereo not drawn)	.	.	0	-3
33	C[C@H](CO)N1C[C@H](C)[C@H](CN(C)C(=O)Nc2ccc(C(F)(F)F)cc2)Oc2ncc(Br)cc2C1=O	.	.	-8	-1
34	COc1cccc(C(=O)NNS(=O)(=O)c2ccccc2)c1	.	.	-2	0
35	C[C@@H]1CCCCO[C@@H](CN(C)C(=O)CCC(F)(F)F)[C@@H](C)CN([C@H](C)CO)C(=O)c2cc(N(C)C)ccc2O1	.	.	1	-3
36	CC1CC(=O)Nc2ccccc2N1C(=O)COc1ccccc1C(N)=O (stereo not drawn)	.	.	0	-1

Further structures.
entry	Molecule	NSD2 HMT inh	Arrestin-AP2 inh	PKA-R2B activ	DAGLB inhibitor
37	C[C@@H]1CN([C@@H](C)CO)C(=O)CCCn2nncc2CO[C@H]1CN(C)C(=O)Nc1ccc(N2CCCCC2)cc1	.	.	8	1
38	Cc1ccc(S(=O)(=O)N(C)C[C@@H]2OCCCC[C@@H](C)Oc3ccc(NS(=O)(=O)c4c(C)noc4C)cc3C(=O)N([C@H](C)CO)C[C@@H]2C)cc1	.	.	-7	-1
39	CCC1NC(=O)c2cccnc2-n2c1nc1ccc(F)cc1c2=O (stereo not drawn)	.	.	2	-1
40	N#Cc1ccccc1COC(=O)c1cc(S(=O)(=O)N2CCOCC2)ccc1F	.	.	1	-5
41	CC(C)(C)OC(=O)N1CCc2onc(-c3ccc(Br)cc3)c2C1=O	.	.	-2	-13
42	O=C(OCc1cn([C@H]2C[C@H](c3ccc(Cl)cc3)N(Cc3cccs3)C[C@@H]2O)nn1)c1ccccc1	.	.	-6	-5
43	C[C@@H]1CN([C@@H](C)CO)C(=O)CCCn2nncc2CO[C@H]1CN(C)C(=O)C1CCCCC1	.	.	1	2
44	Cc1noc(C)c1NC(=O)N(C)C[C@@H]1OCc2cnnn2CCCC(=O)N([C@@H](C)CO)C[C@H]1C	.	.	-13	0
45	CCC(C(=O)NC(C)(C)C)N(Cc1ccc(OC)cc1)C(=O)c1snc(C(N)=O)c1N (stereo not drawn)	.	.	13	-2
46	C[C@H](CO)N1C[C@H](C)[C@@H](CN(C)C(=O)NC2CCCCC2)Oc2ncc(Br)cc2C1=O	.	.	-13	-3
47	CCc1ccc(C#CC2=CC(=O)CC(C)(C)C2)cc1	.	.	-4	-17
48	CCCCCC(=O)OCc1ccc(C2=CC(=O)CC(C)(C)C2=O)cc1	.	.	-11	-9

Additional structures:
entry	Molecule	NSD2 HMT inh	Arrestin-AP2 inh	PKA-R2B activ	DAGLB inhibitor
49	Cc1cn([C@H]2C[C@H](O)[C@@H](CNCc3ccccc3OCCCN3CCOCC3)O2)c(=O)[nH]c1=O	.	.	5	0
50	C[C@H]1CCCCO[C@H](CN(C)CC2CCCCC2)[C@@H](C)CN([C@@H](C)CO)C(=O)c2cc(NS(=O)(=O)c3ccccc3)ccc2O1	.	.	10	-1
51	CCOC(=O)CCCCCC(=O)Nc1ccc2c(c1)C(=O)N([C@H](C)CO)C[C@H](C)[C@H](CN(C)C(=O)C1CCCCC1)OCCCC[C@@H](C)O2	.	.	-11	-1
52	CCOC(=O)c1ccc(NC(=O)c2ncn3c2C(=O)NC[C@@H]3C)cc1	.	.	8	2
53	Cc1ccc(CN2CCC[C@]3(N[C@H](c4ccccc4)[C@@H]4C(=O)N(C)C(=O)[C@@H]43)C2=O)cc1	.	.	4	-1
54	CCCCN1C[C@H](CSC)[C@@H](CC(=O)Nc2ccc(OC)cc2)C1=O	.	.	2	-1
55	COCC(=O)Nc1ccc2c(c1)[C@@H]1C[C@H](CC(=O)OC)O[C@H](CO)[C@@H]1O2	.	.	2	-1
56	COc1ccc(Oc2cccc(Cl)c2CNC(=O)CCCC(=O)O)cc1	-1	0	.	.
57	COc1ccc(S(=O)(=O)n2cccc2)cc1	-6	35	.	.
58	COc1ccc(OC)c(N/C(=N/C(=S)Nc2ccccc2)Nc2nc(C)cc(C)n2)c1	0	3	.	.
59	Cc1cc(-c2nc(C)c(-c3nnc(SCC(=O)Nc4ccc(Cl)cc4)n3C)s2)no1	-2	6	.	.
60	Cc1nn(-c2ccccc2)c(NC(=O)c2cccs2)c(-c2ccccc2Cl)c1=O	-1	6	.	.

Other records:
entry	Molecule	NSD2 HMT inh	Arrestin-AP2 inh	PKA-R2B activ	DAGLB inhibitor
61	N#C/C(=C\N1CCCCC1)S(=O)(=O)c1ccc(Cl)cc1	-3	4	.	.
62	CC(C)(C)NC(=O)/C(=C/c1cccnc1)NC(=O)c1ccco1	-1	8	.	.
63	Cc1nnc(NN)n(N)c1=O	-6	37	.	.
64	Cc1cc(NC(=O)c2cc([N+](=O)[O-])cc([N+](=O)[O-])c2)no1	0	-1	.	.
65	COCCCn1c(=NC(C)=O)c(C#N)cc2c(=O)n3cccc(C)c3nc21	2	42	.	.
66	Cc1c(Cl)cccc1NC(=O)C1CC2CCC1C2 (stereo not drawn)	-3	2	.	.
67	CC1(NC(=S)Nc2ccc(NC(=S)NC3(C)CCS(=O)(=O)C3)cc2)CCS(=O)(=O)C1 (stereo not drawn)	-7	31	.	.
68	CC1SCC(=NOCc2ccccc2)CS1 (stereo not drawn)	-2	5	.	.
69	CN(C)C(=S)Nc1cccc(F)c1	1	-5	.	.
70	CCc1cc(=O)oc2cc(C)cc(OCC(C)=O)c12	2	9	.	.
71	CCOC(=O)c1nnn2c3ccccc3c(=O)n(C)c12	-1	-2	.	.
72	Cc1ccc(-c2csc(NC(=O)C[n+]3cc(-c4ccccc4)n4c3CCC4)n2)cc1	11	2	.	.

New compounds follow:
entry	Molecule	NSD2 HMT inh	Arrestin-AP2 inh	PKA-R2B activ	DAGLB inhibitor
73	C/C(=N\N=C1\NC(=O)C(CC(=O)O)S1)c1ccccn1 (stereo not drawn)	-5	0	.	.
74	CCN(CCS(=O)(=O)c1ccc(Cl)cc1)C(=O)Nc1ccccc1	9	2	.	.
75	CCN1CCN(C(=O)/C=C/c2ccc(F)cc2)CC1	4	39	.	.
76	O=[N+]([O-])c1ccc(S(=O)(=O)NCCCc2ccccc2)cc1	0	0	.	.
77	Cc1nnc(NC(=O)CCC(=O)N2CCN(CCOc3cccc4ccccc34)CC2)s1	0	14	.	.

Source: PubChem
